# CRFBP-R2 block – antagonists of CRF-BP/CRF-R2 complex, primary screen, cell-based, HEK293, calcium dye fluorescence, uHTS. CRF-induced calcium fluorescence. inhibition, % at 11.8 µM. 350,000 compounds, 0.59% hits. AID 588475, 2011;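 active means inhibition of the ligand-induced calcium signal above about 50% at the single tested concentration, limit read from the data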
# pCIP destab – p/CIP-EGFP fusion destabilizers, primary screen, fluorescence, F442A cells | decrease of EGFP signal, % at 10 µM | 16 h | AID 1984, 2009 | Q05BA5 | 290,000 compounds, 0.01% hits;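 active means EGFP signal decrease of at least 30% at 10 µM or well 3 SD below plate mean, unless failing retest; inactive means the rest, including hits failing retest or dose response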; further: some compounds called inactive have numbers as strong as hits; many of its hits are not listed in these tables
# GalR3 antagonist – GalR3 antagonists in HEK293 cells, primary screen, cell-based, fluorescence readout. Galanin receptor type 3 (Homo sapiens), O60755. HEK293 GalR3-CNG cAMP membrane potential fluorescence; galR3 body fused to GalR1 C-terminus. inhibition, % at 3 µM. 360,000 compounds, 0.44% hits. AID 651719, 2012;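 active means inhibition above the screen-wide average plus 3 SD, cut at about 13% in these data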;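 further: forskolin and galanin both at EC90 stimulate the cells; cAMP rise reported by CNG channel membrane potential dye signal; 0% = forskolin plus galanin with DMSO and 100% = forskolin alone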
# Target sequence (O60755 1-299 limits assumed): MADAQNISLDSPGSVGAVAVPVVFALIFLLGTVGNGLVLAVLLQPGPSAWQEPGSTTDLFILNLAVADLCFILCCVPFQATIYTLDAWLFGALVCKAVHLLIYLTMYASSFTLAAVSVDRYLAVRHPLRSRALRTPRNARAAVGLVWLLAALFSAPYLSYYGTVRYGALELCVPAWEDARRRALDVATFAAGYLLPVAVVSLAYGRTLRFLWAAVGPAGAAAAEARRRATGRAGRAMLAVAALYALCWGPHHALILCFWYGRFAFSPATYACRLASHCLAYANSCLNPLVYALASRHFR
# IDE cell activ – human IDE activators in live cells, primary screen, fluorescence polarization, HEK cells, FAbeta-B substrate. Insulin-degrading enzyme (Homo sapiens), P14735. FAbeta-B cleavage; 0% vehicle, 100% cell-free pure enzyme wells. activation, % at 5.96 µM. 340,000 compounds, 0.073% hits. AID 493087, 2011;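 active means activation above the mean of all tested compounds plus 3 SD, set per screening campaign, cut at about 17% in these data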
# IDE inh – human IDE inhibitors in live cells, primary screen, fluorescence polarization, HEK cells, FAbetaB substrate | Insulin-degrading enzyme (Homo sapiens), P14735 | FAbetaB cleavage | inhibition, % at 5.59 µM | 320,000 compounds, 0.41% hits;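 active means percent inhibition above the average of all tested compounds plus 3 SD, set per screening campaign, cut at about 16% in these data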;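 further: IDE supplied by intact live HEK cells; FP after avidin binding of uncleaved biotin substrate so inhibition keeps polarization high; 0% = DMSO wells and 100% = 60 µM reference IDE inhibitor Ii1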
# CHRM4 PAM – human M4 muscarinic receptor positive allosteric modulators, primary screen, CHO-K1 cells, Fluo-8 calcium fluorescence. Muscarinic acetylcholine receptor M4 (Homo sapiens), P08173. CHO-K1 hM4/Gqi5, ACh EC20; 0% = ACh EC20, 100% = maximal ACh. activation, % at 3 µM. 360,000 compounds, 0.4% hits. AID 624126, 2012;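 active means activation above its plate's cutoff, the mean activation of sample wells plus 3 SD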; further: some results filed as inactive read as strong as hits
# CRFBP-R2 agonist – agonists of CRF-BP/CRF-R2 complex, primary screen, cell-based, HEK293, calcium dye fluorescence, uHTS; 350,000 compounds, 0.46% hits; calcium dye fluorescence (FLIPR); percent of saturating CRF peptide response; activation, % at 13.2 µM;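 active means activation of at least 50%, plus an integration ratio under a set limit after plate pattern correction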;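 further: plate controls were neutral control wells without compound for no effect and CRF at EC100 for full effect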
# PHOSPHO1 block – PubChem AID 1565; Phosphoethanolamine/phosphocholine phosphatase (Homo sapiens), Q8TCT1; inhibition, % at 13.3 µM; 290,000 compounds, 1.1% hits; recombinant PHOSPHO1, absorbance phosphatase assay; in the data active means inhibition above about 60%
# MEKK3 PB1 HTS – modulators of MEKK3-MEK5 PB1 binding, primary screen, biochemical, wildtype MEKK3, multiplex bead flow cytometry, Alexa488-MEK5. bead-based flow cytometry, Alexa488-MEK5 binding to MEKK3; actives lie on both sides; 0 = blocked by unlabeled MEK5, 100 = vehicle. binding response (% of control), % at 10 µM. 290,000 compounds, 1.4% hits. AID 1529, 2009;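 active means binding response more than 3 SD above or below the average of its plate-row segment, actives on both sides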;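 further: Alexa488 bead fluorescence after subtracting the streptavidin-only scavenger bead signal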
# Target sequence (Q99759 whole entry, looked up): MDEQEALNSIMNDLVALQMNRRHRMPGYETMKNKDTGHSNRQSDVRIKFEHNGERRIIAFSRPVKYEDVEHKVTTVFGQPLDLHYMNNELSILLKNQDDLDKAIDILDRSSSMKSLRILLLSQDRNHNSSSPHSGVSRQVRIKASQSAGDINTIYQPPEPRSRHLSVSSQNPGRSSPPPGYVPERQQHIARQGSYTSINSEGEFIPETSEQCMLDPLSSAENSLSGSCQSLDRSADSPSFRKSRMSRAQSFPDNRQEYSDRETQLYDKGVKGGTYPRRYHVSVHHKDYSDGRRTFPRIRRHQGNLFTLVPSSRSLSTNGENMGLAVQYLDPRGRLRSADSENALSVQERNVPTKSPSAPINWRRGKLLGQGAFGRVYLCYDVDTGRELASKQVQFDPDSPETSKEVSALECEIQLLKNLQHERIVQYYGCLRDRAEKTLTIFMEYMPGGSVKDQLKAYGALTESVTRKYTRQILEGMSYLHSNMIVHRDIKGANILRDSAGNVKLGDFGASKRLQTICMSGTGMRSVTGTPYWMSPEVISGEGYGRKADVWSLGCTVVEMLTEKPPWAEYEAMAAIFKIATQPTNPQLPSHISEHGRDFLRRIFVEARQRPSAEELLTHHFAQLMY
# * marks the source's active call; other numbers are inactive results; · = no result given; [ ] = remark or other dose. An unsorted share of the library (roughly 4.2% active in at least one column).
SMILES,CRFBP-R2 block,pCIP destab,GalR3 antagonist,IDE cell activ,IDE inh,CHRM4 PAM,CRFBP-R2 agonist,PHOSPHO1 block,MEKK3 PB1 HTS
CC1CCCN(C(=O)c2cc3c(-c4ccc(Cl)cc4)nn(C)c3s2)C1 (stereo unspecified),3,7,3,0,6,3,3.4,-20,111
O=C(NCc1ccco1)c1cnc2sccn2c1=O,-10,0,0,2,2,11,-0.8,26,109
CCCc1nc(NCc2ccc3c(c2)OCO3)c2nnn(Cc3ccccc3Cl)c2n1,-12,-7,1,3,-1,-5,1.9,14,105
CCCCc1ccc(NC(=O)Nc2cnccn2)cc1,-5,-3,-2,0,-2,7,0.1,29,102
O=C(COC(=O)Cc1ccc(F)cc1)Nc1cc(S(=O)(=O)N2CCOCC2)ccc1N1CCCC1,18,-3,-5,2,1,10,2.0,-4,98
O=C(c1ccc(CSc2ccc(Cl)cc2)cc1)N1CCCC1,-5,-10,-6,-5,12,-8,0.2,-12,104
Cc1cccn2c1nc(=S)n2C(=O)c1ccco1,1,5,2,-4,9,4,-2.0,-3,103
O=C(CN1CCCc2ccccc21)Nc1cccc(S(=O)(=O)N2CCOCC2)c1,3,·,-1,3,·,-2,4.7,·,·
CSc1cccc(NC(=S)N(CCCN2CCCC2)Cc2cccs2)c1,0,-5,0,7,1,-22,-1.4,-8,104
COc1ccc(NC(=O)Cn2c(C)cc(=O)c3ccccc32)cc1,0,-1,-3,-3,5,-8,-0.3,-7,90
COC(=O)c1c(NC(C)=O)sc(C(=O)N2CCOCC2)c1C,13,-27,-8,0,-2,-2,2.7,13,106
CCN(C(=O)CSc1nnnn1-c1ccccc1)C1CCS(=O)(=O)C1 (stereo unspecified),-17,-10,9,2,-5,4,-0.2,22,91
O=C(NNC(=S)NC1CC2CCC1C2)c1ccc(Cl)cc1 (stereo unspecified),-10,-3,-4,3,2,-2,-1.1,21,103
CCOc1cc(/C=C/c2cc(C(=O)O)c3ccccc3n2)ccc1O,23,4,0,8,-1,8,1.3,-18,103
O=C(O)c1ccccc1C(c1ccc(O)cc1)c1ccc(O)cc1,-4,-6,4,1,0,0,-0.1,20,99
CNC(=O)NC(=S)NC(=O)c1cccc(Cl)c1,-20,-9,-7,-8,-1,0,0.1,44,101
CCN(C(=O)COC(=O)c1[nH]c(C)c(C(C)=O)c1C)c1c(N)n(Cc2ccccc2)c(=O)[nH]c1=O,-13,·,-5,6,-2,15,-0.3,·,·
Cc1nn2c3ccccc3n(C)c2nc1=O,-6,0,-1,6,5,14,1.6,-6,106
COc1ccc([N+](=O)[O-])cc1N(CC(=O)NCCSc1ccc(C)cc1)S(C)(=O)=O,-8,3,-3,10,3,-2,-0.1,31,101
O=C(C1CCC1)N1CCN(Cc2ccccc2)CC1,-2,0,1,0,1,2,0.6,11,103
Cn1c(=O)c2cc(S(=O)(=O)NCCC(=O)Nc3ccc(Cl)cc3)ccc2n(C)c1=O,-6,0,5,-2,6,-1,1.6,-32,102
COc1ccccc1C(=O)n1nc(-c2ccco2)nc1N,5,-2,-3,-1,0,14,0.1,2,·
COc1cc(/C=N/NC(=O)CC(=O)NC2CCCCC2)ccc1O,36,3,-8,5,-4,1,-1.3,46,104
CCNC(=S)N1CCN(S(=O)(=O)c2ccc(C)c(C)c2)CC1,11,-4,0,5,2,-8,1.0,0,99

# An excerpt from above in order of SMILES length, smallest number first.
SMILES,CRFBP-R2 block,pCIP destab,GalR3 antagonist,IDE cell activ,IDE inh,CHRM4 PAM,CRFBP-R2 agonist,PHOSPHO1 block,MEKK3 PB1 HTS
O=C(C1CCC1)N1CCN(Cc2ccccc2)CC1,-2,0,1,0,1,2,0.6,11,103
COc1cc(/C=N/NC(=O)CC(=O)NC2CCCCC2)ccc1O,36,3,-8,5,-4,1,-1.3,46,104
CCNC(=S)N1CCN(S(=O)(=O)c2ccc(C)c(C)c2)CC1,11,-4,0,5,2,-8,1.0,0,99

# (further entries)
SMILES,CRFBP-R2 block,pCIP destab,GalR3 antagonist,IDE cell activ,IDE inh,CHRM4 PAM,CRFBP-R2 agonist,PHOSPHO1 block,MEKK3 PB1 HTS
CCCCn1c(NCc2ccc(N(C)C)cc2)nc2ccccc21,-15,8,-2,1,2,-6,0.1,15,98
COc1ccc(-c2csc(/C(C#N)=C/Nc3ccc4c(c3)OCCO4)n2)cc1,7,-10,-3,1,-3,0,5.2,-12,98
Cc1ccc(C(=O)NC2CCCCC2)cc1S(=O)(=O)N1CCCC1,-5,-10,-2,-3,0,-3,-2.8,11,96
O=C(CCC(=O)Nc1ccccc1)N/N=C/C=C/c1ccccc1,5,12,3,5,0,-1,-0.1,11,103
COC(=O)c1ccc(Oc2nc(NC(C)C)nc(N(C)C)n2)cc1,-18,-12,1,1,4,-1,1.4,-7,98
O=C(NC(Cc1c[nH]c2ccccc12)C(=O)O)c1ccc(F)cc1 (stereo unspecified),13,0,-4,-5,2,6,2.3,-19,103
O=C(NCc1ccc2c(c1)OCO2)c1ccc(CS(=O)Cc2ccc(Cl)cc2)o1 (stereo unspecified),-5,8,-8,3,-1,-12,-1.0,40,99
CCS(=O)(=O)Nc1cccc(-c2nc3cccnc3s2)c1C,0,-17,·,1,3,-2,-0.2,-2,121
Cc1ccc(NC(=O)CN(C)C(=O)CNC(=O)c2ccc3c(c2)OCO3)cc1,4,·,-2,7,-6,3,-0.7,·,·
CCOC(=O)C1CCCN(C(=O)c2cccc(NC(=O)C(CC)CC)c2)C1 (stereo unspecified),13,8,-3,0,7,1,1.7,22,109
O=C(Nc1ccc(S(=O)(=O)Nc2nccs2)cc1)/C(=C/c1ccccc1Cl)NC(=O)c1ccccc1,6,0,-2,5,3,-4,2.6,3,85
CCCN(CC1CC1)C(=S)Nc1ccccc1F,-8,-10,-5,2,-3,9,0.2,46,108
Cc1ccc(S(=O)(=O)N2CCCCC2)cc1NC(=O)CSc1nnc(C2CC2)n1C,-5,·,-5,7,4,-1,1.0,·,·
COc1ccc(Cl)cc1C(=O)NNC(=O)c1cccc([N+](=O)[O-])c1,4,4,-2,6,5,-10,-2.0,26,103
O=C1C2CC=CCC2C(=O)N1c1n[nH]c(Cc2ccccc2)n1 (stereo unspecified),17,-8,8,-4,-3,1,-1.1,11,93
CN(C(=O)c1ccc(N2CCCCC2)c([N+](=O)[O-])c1)C1CCS(=O)(=O)C1 (stereo unspecified),9,·,-4,4,1,2,-2.5,·,·
CC(=O)Nc1ccc(Nc2nc(C)c([N+](=O)[O-])c(N(C)c3ccccc3)n2)cc1,-26,-8,-2,5,1,-24,0.2,-17,96
CC(=O)c1cc(C#N)c(N2CCCCC2)nc1C,-27,-6,-2,6,5,3,-0.2,2,98
CCC1CCCCN1C(=O)CN1C(=O)c2ccccc2S1(=O)=O (stereo unspecified),-4,·,-4,5,6,0,-2.8,·,·
CC(=O)N(C)c1ccc(NS(=O)(=O)c2cc(Cl)ccc2Cl)cc1,18,14,-5,0,7,-2,-0.5,-28,90
CC1CCCC(C)N1C(=O)COC(=O)c1ccco1 (stereo unspecified),5,·,-1,-4,3,2,-2.7,·,·
CC(=O)c1cc(CN2CCC(n3nccc3NC(=O)c3ccccc3C)CC2)cs1,3,2,-1,-2,1,-5,-1.2,23,104
Cc1cc(C(=O)Nc2cccc(S(=O)(=O)N3CCCC3)c2)c2ccccc2n1,6,·,-3,5,-3,-3,0.2,·,·
CC(=O)c1ccc(C(=O)NC2CCCN(Cc3ccccc3F)C2)s1 (stereo unspecified),2,-1,-3,3,4,4,-1.4,28,99
CCOc1ccc(NC(=O)c2ccc(NC(=O)c3cn4c5c(c(N6CCN(C)CC6)c(F)cc5c3=O)OCC4C)cc2)cc1 (stereo unspecified),17,-17,2,0,7,2,-1.0,-15,45*[inhibitor]
Cc1cc([N+](=O)[O-])nn1CCCC(=O)N1CCN(c2ccccc2)CC1,11,2,0,-4,-7,0,-0.6,2,103
O=[N+]([O-])c1cc(O)c2ncccc2c1,6,12,-2,·,3,·,2.1,4,107
O=C(Nc1ccccc1Oc1ccccc1)c1cccc([N+](=O)[O-])c1,-16,-6,-1,-1,-7,6,1.4,-12,99
CNC(=O)C[C@H]1C(=O)N(Cc2ccccc2)C[C@@H]1Cc1ccccc1,-3,·,-3,·,·,0,-1.2,·,·
CC(=O)c1cccc(NC(=O)CN2C(=O)NC(C)(c3ccc4c(c3)OCCCO4)C2=O)c1 (stereo unspecified),-26,·,2,3,-4,5,4.2,·,·
O=C(CSc1cn(Cc2ccccc2)c2ccccc12)Nc1nccs1,28,-3,·,1,-1,-10,2.6,17,103
c1ccc(Oc2nc3ccccc3n3cccc23)cc1,-3,-7,-4,0,4,-5,2.5,22,108
COc1ccccc1CN=C1Nc2ccccc2CS1,-5,6,-3,5,7,10,1.4,45,93
O=C(Nc1cccc(O)c1)c1cc(-c2ccc3c(c2)OCO3)on1,-11,3,-8,5,0,8,-0.5,14,97
O=C(CCCCC(=O)Nc1ccc(F)cc1)Nc1ccc(F)cc1,3,-12,-8,-3,4,-9,-0.1,·,101
OCC(CO)(CO)N=Cc1cc(Br)ccc1O,-9,-14,-6,4,4,3,0.2,-11,104

# Entries from the list above containing a Cl atom:
SMILES,CRFBP-R2 block,pCIP destab,GalR3 antagonist,IDE cell activ,IDE inh,CHRM4 PAM,CRFBP-R2 agonist,PHOSPHO1 block,MEKK3 PB1 HTS
CC1CCCN(C(=O)c2cc3c(-c4ccc(Cl)cc4)nn(C)c3s2)C1 (stereo unspecified),3,7,3,0,6,3,3.4,-20,111
CCCc1nc(NCc2ccc3c(c2)OCO3)c2nnn(Cc3ccccc3Cl)c2n1,-12,-7,1,3,-1,-5,1.9,14,105
O=C(c1ccc(CSc2ccc(Cl)cc2)cc1)N1CCCC1,-5,-10,-6,-5,12,-8,0.2,-12,104
O=C(NNC(=S)NC1CC2CCC1C2)c1ccc(Cl)cc1 (stereo unspecified),-10,-3,-4,3,2,-2,-1.1,21,103
CNC(=O)NC(=S)NC(=O)c1cccc(Cl)c1,-20,-9,-7,-8,-1,0,0.1,44,101
Cn1c(=O)c2cc(S(=O)(=O)NCCC(=O)Nc3ccc(Cl)cc3)ccc2n(C)c1=O,-6,0,5,-2,6,-1,1.6,-32,102
O=C(NCc1ccc2c(c1)OCO2)c1ccc(CS(=O)Cc2ccc(Cl)cc2)o1 (stereo unspecified),-5,8,-8,3,-1,-12,-1.0,40,99
O=C(Nc1ccc(S(=O)(=O)Nc2nccs2)cc1)/C(=C/c1ccccc1Cl)NC(=O)c1ccccc1,6,0,-2,5,3,-4,2.6,3,85
COc1ccc(Cl)cc1C(=O)NNC(=O)c1cccc([N+](=O)[O-])c1,4,4,-2,6,5,-10,-2.0,26,103
CC(=O)N(C)c1ccc(NS(=O)(=O)c2cc(Cl)ccc2Cl)cc1,18,14,-5,0,7,-2,-0.5,-28,90

# Assay outcomes (PubChem)
